GPR151 ag: human GPR151 activation. Q8TDV0. PathHunter beta-arrestin GPR151 cells, luminescence. activation, % at 11.2 µM. actives 1% (n = 650,000). AID 1508602; in the data active means activation above about 4.9%;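 further: 0% = median of compound wells and 100% = cells with positive control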
Target sequence (Q8TDV0 whole entry, looked up): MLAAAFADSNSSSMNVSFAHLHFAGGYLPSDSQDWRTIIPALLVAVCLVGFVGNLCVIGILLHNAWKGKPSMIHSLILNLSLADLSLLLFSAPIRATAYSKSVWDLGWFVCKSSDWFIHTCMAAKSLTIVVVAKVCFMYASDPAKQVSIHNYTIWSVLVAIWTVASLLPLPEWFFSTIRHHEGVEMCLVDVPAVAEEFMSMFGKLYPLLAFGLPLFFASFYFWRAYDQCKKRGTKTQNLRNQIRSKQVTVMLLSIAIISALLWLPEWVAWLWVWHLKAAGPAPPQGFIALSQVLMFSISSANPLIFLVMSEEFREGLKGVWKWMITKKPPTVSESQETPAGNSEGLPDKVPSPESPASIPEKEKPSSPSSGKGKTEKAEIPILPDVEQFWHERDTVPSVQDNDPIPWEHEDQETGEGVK
FBW7 activator: human FBW7 E3 ligase activation, primary screen | AlphaScreen FBW7–phospho-cyclin E peptide binding, activator screen | normalized activity (activation), % at 26.1 µM | actives 0.13% (n = 650,000) | AID 1259310; in the data active means normalized activity above about 1.9%;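 further: purified mutant Fbw7 with reduced substrate affinity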
MITF primary: blocks human microphthalmia-associated transcription factor; O75030; AlphaScreen MITF homodimerization, bead proximity signal; inhibition, % at 2.6 µM; actives 0.91% (n = 650,000); AID 1259374; in the data active means inhibition above about 50%;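 further: 0% = vehicle wells with protein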
Target sequence (O75030 whole entry, looked up): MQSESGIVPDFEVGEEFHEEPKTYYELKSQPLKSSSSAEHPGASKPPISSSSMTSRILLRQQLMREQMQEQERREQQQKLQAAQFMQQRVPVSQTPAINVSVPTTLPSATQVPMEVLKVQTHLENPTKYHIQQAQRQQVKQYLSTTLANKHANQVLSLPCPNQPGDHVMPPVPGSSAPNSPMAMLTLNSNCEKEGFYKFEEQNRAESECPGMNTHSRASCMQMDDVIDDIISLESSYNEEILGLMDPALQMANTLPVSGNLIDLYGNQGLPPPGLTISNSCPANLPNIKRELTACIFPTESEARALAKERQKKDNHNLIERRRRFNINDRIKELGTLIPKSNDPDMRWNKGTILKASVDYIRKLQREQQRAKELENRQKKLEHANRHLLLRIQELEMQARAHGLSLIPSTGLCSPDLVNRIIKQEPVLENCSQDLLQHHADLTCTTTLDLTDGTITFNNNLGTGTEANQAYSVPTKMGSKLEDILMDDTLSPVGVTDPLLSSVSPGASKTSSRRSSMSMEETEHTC
TEAD-YAP inh: TEAD-YAP interaction inhibition | HEK-TIYL cells, TEAD-Gal4/YAP UAS-luciferase luminescence | inhibition, % at 9.12 µM | actives 1.4% (n = 640,000) | AID 1259422; in the data active means inhibition above about 32%;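 further: 0% = median of test compound wells and 100% = reference inhibitor wells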
The depositor's hits bear a star; i = inactive.

1: COc1cc(CNc2ccc(S(N)(=O)=O)cc2)ccc1OCC(=O)NC1CCCCC1
2: CC(C)N(CCNc1nc(Nc2ccc3ncccc3c2)nc2c1ncn2CCN1CCCC1=O)C(C)C
3: COc1cc(/C=C2\C(=O)ON=C2C)ccc1OCc1ccccc1Cl
4: Cc1ccc(CC2(CCC(=O)N3CCN(C4CCCC4)C(=O)C3)CCC(=O)N2)cc1 (stereo not given)
5: CC(C)OC(=O)c1c(NC(=O)COc2ccc(Cl)cc2)sc2c1CCCC2

screen / no.	1	2	3	4	5
MITF primary	-2	12	48	-14	7
GPR151 ag	0.9	0.5	-0.9	-1.7	-1.1
FBW7 activator	0.0	0.0	0.1	0.8	0.0
TEAD-YAP inh	0	11	-28	5	9

Entries above that contain a carbonyl joined to an NH by a bond outside any ring, in the order listed:
1: COc1cc(CNc2ccc(S(N)(=O)=O)cc2)ccc1OCC(=O)NC1CCCCC1
5: CC(C)OC(=O)c1c(NC(=O)COc2ccc(Cl)cc2)sc2c1CCCC2

screen / no.	1	5
MITF primary	-2	7
GPR151 ag	0.9	-1.1
FBW7 activator	0.0	0.0
TEAD-YAP inh	0	9

Next part
6: COc1ccc(-c2ccc(/C=C3\C(=O)NC(=O)C(C#N)=C3C)o2)c([N+](=O)[O-])c1
7: Nc1c(Br)cc([N+](=O)[O-])cc1S(=O)(=O)C(F)F
8: Cc1ccc(N2CCN(c3ccc(C)cc3)C2c2ccc(OCC(N)=O)cc2)cc1
9: O=C(O)CC1S/C(=N/N=C/c2ccc(-c3ccc(Br)cc3)o2)NC1=O (stereo not given)
10: CC1CCCCC1NC(=O)CN(C)S(=O)(=O)c1cccc2cccnc12 (stereo not given)

screen / no.	6	7	8	9	10
MITF primary	9	-8	18	-9	3
GPR151 ag	0.4	-1.5	2.2	-1.3	1.6
FBW7 activator	-0.3	0.0	0.1	-0.1	-0.1
TEAD-YAP inh	0	1	13	0	5

11: Cc1ccc(NC(=O)c2c(C)[nH]c(=S)c(C#N)c2-c2cccs2)c(C)c1
12: CC(=O)N1CCOc2cc(S(=O)(=O)NC3CCCCC3)c(C)cc21
13: Cc1ccc(-c2noc(CNC(=O)COc3ccc(C)cc3Br)n2)cc1
14: NC(=O)c1ccccc1NC(=O)/C=C/c1ccc(Cl)cc1
15: Cc1cc(C)cc(NC(=O)/C(=C\c2cccc([N+](=O)[O-])c2)NC(=O)c2ccccc2Cl)c1

screen / no.	11	12	13	14	15
MITF primary	-8	-4	2	3	3
GPR151 ag	-0.4	0.2	-1.3	-2.9	-1.3
FBW7 activator	-0.1	-0.1	0.0	-0.1	-0.1
TEAD-YAP inh	-6	9	1	-55	-4

16: O=C(NCc1ccccc1)c1ccc(Br)c(S(=O)(=O)N2CCOCC2)c1
17: CC1=CC2=NC(=O)/C(=C\c3cccn3CCOc3ccc(Cl)c(C)c3)C(=N)N2O1
18: CCN1C=C(C(=O)OC)C(c2ccccc2Cl)C(C(=O)OC)=C1
19: O=C(COc1ccccc1F)Nc1cccc2ccc(-n3cccc3)nc12
20: CC(C)c1csc(CN2CCN(Cc3cccs3)C(CCO)C2)n1 (stereo not given)

screen / no.	16	17	18	19	20
MITF primary	16	28	-1	6	8
GPR151 ag	1.0	0.5	-0.5	-0.7	1.8
FBW7 activator	0.5	0.2	0.4	-0.1	0.1
TEAD-YAP inh	2	-13	13	-8	-2

21: CCN(CC)S(=O)(=O)c1ccc(OC)c(NC(=O)c2ccc([N+](=O)[O-])cc2Cl)c1
22: COc1ccc(C(=O)CCC(=O)O)cc1C
23: CCOC(=O)CCNC(=O)N1CCCC(N2CCN(c3ccccc3)CC2)C1 (stereo not given)
24: CN(C)C(=O)CSc1nnc2n(Cc3ccccc3F)c3ccccc3n12
25: CCOc1ccc(C2C(=O)N(C3CCCCCC3)CC(=O)N2CCc2ccc(Cl)cc2)cc1OC (stereo not given)

screen / no.	21	22	23	24	25
MITF primary	-9	11	-373	31	41
GPR151 ag	1.0	-0.3	-1.8	-0.2	-0.9
FBW7 activator	0.0	0.5	-0.1	0.0	-0.4
TEAD-YAP inh	-1	-7	-1	-7	2

26: COc1ccccc1NC(=O)N1CCC(n2c(C)nc3ccccc32)CC1
27: O=C(/C=C/c1cccc([N+](=O)[O-])c1)Nc1cccc(NC(=O)c2cccs2)c1
28: COc1ccccc1C1N(O)C(C)(C)C(c2ccccc2)=[N+]1[O-] (stereo not given)
29: Cc1cc2ncn(C(=O)N3CCCCC3)c2cc1C
30: COc1ccccc1CNn1cnnc1

screen / no.	26	27	28	29	30
MITF primary	1	4	21	-2	-7
GPR151 ag	0.2	-0.1	-0.9	-0.3	-0.4
FBW7 activator	0.1	0.1	0.5	0.1	0.0
TEAD-YAP inh	-7	8	-6	-26	-8

31: Cn1cc(CN2CCN(Cc3ccccc3)C(CCO)C2)c(-c2ccccc2)n1 (stereo not given)
32: O=C1C(c2ccccc2F)N(CCc2ccccc2)C(=O)CN1C1CCCCCC1 (stereo not given)
33: Cc1cc(NS(=O)(=O)c2ccccc2)ccc1Br
34: COCCNc1ccc2ncc(-c3cccc4cccnc34)n2n1
35: CC1CCN(C(=O)CN(c2ccc3c(c2)OCO3)S(C)(=O)=O)CC1

screen / no.	31	32	33	34	35
MITF primary	9	-16	-2	-15	12
GPR151 ag	0.7	1.7	-0.9	0.5	-0.2
FBW7 activator	0.1	0.2	0.0	0.2	0.2
TEAD-YAP inh	8	-5	-5	-5	5

36: COc1ccc(-c2csc(N/N=C/c3ccccc3)n2)cc1OC
37: CCOc1ccc(-n2cc(-c3ccccc3)c3c(N4CCCCCC4)ncnc32)cc1
38: COc1ccc2c(c1)CCc1cnc(N)nc1-2
39: c1cncc(CN2CCN(c3nc4nonc4nc3N3CCCCCC3)CC2)c1
40: CC1=C(C(=O)OCC(C)C)C(c2cccc(Cl)c2)NC(=O)N1 (stereo not given)

screen / no.	36	37	38	39	40
MITF primary	1	4	0	-1	-3
GPR151 ag	-0.2	-0.2	-2.0	-2.3	-1.3
FBW7 activator	0.1	0.2	0.1	0.2	0.1
TEAD-YAP inh	2	3	-3	-11	-1

41: CCCCCCc1c(C)c2cc(Cl)c(OC/C=C/c3ccccc3)cc2oc1=O
42: O=C(CN(Cc1ccccc1)S(=O)(=O)c1ccc(Br)cc1)Nc1ccc2c(c1)OCO2
43: O=C(NCCCc1ccccc1)C1CCN(C(=O)N2CCOc3ccccc32)CC1
44: O=C(Nc1ccccc1C(F)(F)F)N[C@H]1C[C@H]2C(=O)N[C@@H](Cc3ccccc3)C(=O)N2C1
45: CC(=O)OCC(=O)c1ccc2c(c1)CCN2C(C)=O

screen / no.	41	42	43	44	45
MITF primary	-2	-10	7	18	-6
GPR151 ag	1.2	-0.1	6.1*	-1.8	0.3
FBW7 activator	-0.2	0.6	-0.1	0.5	0.1
TEAD-YAP inh	0	-10	1	2	-14

Reprinted from the part before: two entries; new compounds follow.
44: O=C(Nc1ccccc1C(F)(F)F)N[C@H]1C[C@H]2C(=O)N[C@@H](Cc3ccccc3)C(=O)N2C1
45: CC(=O)OCC(=O)c1ccc2c(c1)CCN2C(C)=O
46: Cc1c(CNCC2CCCO2)c(C(=O)O)c(C)n1Cc1ccccc1 (stereo not given)
47: COc1ccc(S(=O)(=O)N(CCc2ccccc2)CC(=O)Nc2ccc(Br)cc2)cc1OC
48: Cc1ccc(NC2=NCC(=O)N2C2CCCC2)c(C)c1
49: N=C1/C(=C\c2ccc(Cl)cc2)C(=O)N=C2SC(N3CCCC3)=NN12
50: Fc1cccc(C2C=C(c3ccc(Cl)cc3)Nc3nnnn32)c1 (stereo not given)

screen / no.	44	45	46	47	48	49	50
MITF primary	18	-6	33	-20	30	10	20
GPR151 ag	-1.8	0.3	-0.2	-0.9	1.7	-0.2	-0.8
FBW7 activator	0.5	0.1	0.3	0.1	0.0	-0.1	0.1
TEAD-YAP inh	2	-14	7	-1	-4	-4	12

51: C=CCn1c(SCC(=O)OCC)nc2cc(C(=O)NCC3CCCO3)ccc2c1=O (stereo not given)
52: COc1ccc(CNC(=O)c2ccccc2Cl)cc1
53: Cc1ccc(S(=O)(=O)N(CC(=O)NCc2ccccn2)Cc2ccccc2)cc1
54: O=C1C2C(C(=O)N1/N=C/c1cc(Br)cc([N+](=O)[O-])c1O)C1C=CC2C12CC2 (stereo not given)
55: O=C(Nc1ccc(-c2nc3ccccc3o2)cc1)c1ccc(Oc2ccccc2)cc1

screen / no.	51	52	53	54	55
MITF primary	6	2	-7	22	-1
GPR151 ag	-0.6	1.1	-0.7	0.0	-0.1
FBW7 activator	0.1	-0.1	0.2	1.0	-0.1
TEAD-YAP inh	0	-7	1	6	-5

56: O=C(Nc1ccc(S(=O)(=O)Nc2ncccn2)cc1)c1ccc(Cl)c([N+](=O)[O-])c1
57: CCOC(=O)c1nn(-c2ccccc2)c(=O)c2c(NC(=O)C3CCCC3)scc12
58: COc1ccc(-c2nc(CNS(=O)(=O)c3ccc(F)cc3)cs2)cc1
59: O=C(Nc1ccc(Oc2ccccc2)cc1)C1C2C=CC3(O2)C1C(=O)N(CCc1ccccc1)C3C(=O)NC1CCCCC1 (stereo not given)
60: COc1cc2c(cc1OC)C(c1ccccc1)N(C(=O)CCl)CC2 (stereo not given)

screen / no.	56	57	58	59	60
MITF primary	5	-7	-10	-9	-7
GPR151 ag	0.2	1.6	0.3	0.4	2.4
FBW7 activator	-0.1	-0.3	0.0	-0.2	0.1
TEAD-YAP inh	-1	-2	0	-4	15

61: COc1ccccc1C(=O)NNC(=O)c1ccccc1C
62: CNS(=O)(=O)c1ccc2c(c1)n(C)c(=O)n2C
63: CC(C)(C)n1ncc2c(=O)n(CC#N)cnc21
64: COc1ccc(N(C(=O)Cc2cccs2)C(C(=O)NC2CCCC2)c2ccncc2)cc1 (stereo not given)
65: Fc1ccccc1CSc1nc(NCC2CCCO2)c2ccccc2n1 (stereo not given)

screen / no.	61	62	63	64	65
MITF primary	6	1	-2	-1	0
GPR151 ag	-1.9	1.0	-1.2	1.0	0.8
FBW7 activator	0.6	-0.1	-0.1	0.0	-0.1
TEAD-YAP inh	-30	-6	8	-28	0

5 records picked at random from the list so far, as already listed:
61: COc1ccccc1C(=O)NNC(=O)c1ccccc1C
65: Fc1ccccc1CSc1nc(NCC2CCCO2)c2ccccc2n1 (stereo not given)
62: CNS(=O)(=O)c1ccc2c(c1)n(C)c(=O)n2C
63: CC(C)(C)n1ncc2c(=O)n(CC#N)cnc21
64: COc1ccc(N(C(=O)Cc2cccs2)C(C(=O)NC2CCCC2)c2ccncc2)cc1 (stereo not given)

screen / no.	61	65	62	63	64
MITF primary	6	0	1	-2	-1
GPR151 ag	-1.9	0.8	1.0	-1.2	1.0
FBW7 activator	0.6	-0.1	-0.1	-0.1	0.0
TEAD-YAP inh	-30	0	-6	8	-28

Other records follow:
66: CCOC(=O)c1c(C)[nH]c(C(=O)N/N=C\c2ccc(Br)cc2)c1C
67: CCOc1ccc(-c2cn(-c3ccccc3)c3[n+]2CCS3)cc1
68: CCOc1ccccc1/C=N\NC(=O)Cc1cccs1
69: COc1ccc(C2NC(=O)NC3=C2CCc2ccccc23)cc1 (stereo not given)
70: O=C(NC1CCCCC1)C1CCN(C(=O)Nc2ccc(F)cc2)CC1

screen / no.	66	67	68	69	70
MITF primary	3	7	9	1	12
GPR151 ag	1.6	3.2	0.1	2.7	-1.0
FBW7 activator	0.0	0.1	0.1	-0.2	0.2
TEAD-YAP inh	56*	65*	2	13	1

71: O=C(Cc1noc2ccccc12)NNC(=S)Nc1ccccc1
72: CCOc1cccc(-c2nc3ccc(OC(C)=O)cc3c(=O)o2)c1
73: COCCn1c(C)nnc1SCC(=O)c1ccccc1
74: Cc1ccccc1Nc1nc(-c2sc(N)nc2C)cs1
75: Cc1ccc(NC(=O)/C=C2\NC(=O)CS2)cc1

screen / no.	71	72	73	74	75
MITF primary	i	-6	0	10	-3
GPR151 ag	-2.8	-3.1	0.6	-0.7	0.5
FBW7 activator	0.2	0.0	0.0	-0.4	-0.1
TEAD-YAP inh	-2	3	-6	-1	-45

76: CC(C)N(CCNc1nc(-c2ccc(C(N)=O)cc2)nc2c1ncn2-c1ccsc1)C(C)C
77: CCN1C(=O)N/C(=C/c2ccc(OCc3ccc(C(=O)O)cc3)cc2)C1=O
78: Cn1c2c(c(=O)n(C)c1=O)CN(C1CCCCCC1)CN2
79: C=CCN1C(=O)/C(=C\c2cc(OC)ccc2OC)SC1=Nc1ccccc1
80: CCC(Nc1ccc(Br)cc1)C(=O)N/N=C/c1cccc([N+](=O)[O-])c1 (stereo not given)

screen / no.	76	77	78	79	80
MITF primary	12	6	15	13	7
GPR151 ag	-1.1	-0.2	0.9	-0.8	0.1
FBW7 activator	0.1	0.0	0.7	0.1	-0.1
TEAD-YAP inh	61*	2	-5	4	15

High-throughput results as filed in PubChem.
